Bioassay records: PubChem, National Center for Advancing Translational Sciences (NCATS)
Tau fluor cs = counter-screen for tau fibril formation inhibitors | tau K18 P301L Alexa594 fluorescence, heparin fibrillization | Potency, µM (doses to about 57.7 µM), inactives show at the top dose activity change, negative = decrease | actives 0.93% (n = 280,000) | AID 1463; further: on the % scale 0 is the no-effect control and ±100 the full control effect; nearly all actives have a fitted effect of over 55% in size
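Human tau K18 P301L (15 uM unlabeled, 0.24 uM Alexa 594-labeled) in 100 mM sodium acetate pH 7 with 20 uM heparin, 6 hr at 37 C. ThT 30 uM added, 1 hr ambient; Alexa 594 FP and total fluorescence read at 555/632 nm.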
KDM4E inh = JMJD2E (human) inhibition; B2RXH2; JMJD2E catalytic domain, FDH-coupled NADH fluorescence (FDH is formaldehyde dehydrogenase); Potency, µM (highest dose often 57.1 µM), for inactives: at the highest dose activity change, negative = inhibition, usual class: inhibitors; actives 1.6% (n = 230,000); AID 2147; active means well fitted inhibition curve with a large enough effect, not every such curve was filed as active; inconclusive means small, poorly fitted or top-dose-only effect, or another doubt; inactive means no such curve, though single readings can be large or run the other way;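 further: 0% = wells with enzyme and -100% = buffer wells without enzyme; nearly all actives have a fitted effect of over 50% in size; many of its hits are not listed in these tables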
Target sequence (B2RXH2 1-337 limits assumed): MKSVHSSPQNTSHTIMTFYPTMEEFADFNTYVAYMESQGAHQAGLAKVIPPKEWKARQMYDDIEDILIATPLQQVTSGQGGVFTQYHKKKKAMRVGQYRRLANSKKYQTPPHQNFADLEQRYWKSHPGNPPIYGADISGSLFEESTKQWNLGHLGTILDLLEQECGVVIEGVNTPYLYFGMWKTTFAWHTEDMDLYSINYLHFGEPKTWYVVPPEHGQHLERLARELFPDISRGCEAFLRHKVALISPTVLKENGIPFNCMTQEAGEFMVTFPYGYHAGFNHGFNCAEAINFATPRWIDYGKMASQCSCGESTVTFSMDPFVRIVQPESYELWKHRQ
Tau fibril ThT = inhibitors of human tau fibril formation, thioflavin T binding. recombinant tau K18 P301L, heparin-induced fibrillization, ThT fluorescence. actives 2.1% (n = 270,000). Potency, µM (series often up to 57.4 µM), without a hit: at the highest dose activity, negative = inhibition, most hits filed as inhibitors. P10636; further: on the % scale 0 is the no-effect control and ±100 the full control effect; nearly all actives have a fitted effect of over 55% in size
Target sequence (P10636 561-689 P618L limits assumed): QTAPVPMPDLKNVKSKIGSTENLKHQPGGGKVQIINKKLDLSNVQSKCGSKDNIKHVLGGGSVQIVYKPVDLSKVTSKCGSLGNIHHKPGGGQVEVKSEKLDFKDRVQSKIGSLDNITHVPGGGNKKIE
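Using a mix of unlabeled (15 uM) and Alexa 594-labeled (0.24 uM) tau K18 P301L, heparin-triggered fibrillization over 6 hr at 37 C was scored by ThT fluorescence.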
SMN2 splice up = enhancers of SMN2 splice variant expression | HEK293 SMN2-luciferase splicing reporter, luminescence, 30-36 h | Potency, µM (series often up to 46.1 µM), without a hit: at the top dose activity change, positive = activation, actives largely listed as activators | actives 2.8% (n = 210,000) | AID 1458; further: % of control where 0% means no effect; nearly all actives have a fitted effect of over 55% in size
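HEK293 cells carry an SMN2 minigene-luciferase reporter in which exon 7 inclusion puts luciferase in frame. Cells were seeded at 2000 cells/well, attached for 10-12 hours, then exposed to compounds for 30-36 hours at 37C before ONE-Glo luminescence.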
ALDH1A1 block = inhibitors of human aldehyde dehydrogenase 1A1 | actives 7.3% (n = 220,000) | Purified ALDH1A1, NADH fluorescence, propionaldehyde substrate | Potency, µM (doses to about 75.3 µM), inactives show at the highest dose activity, negative = inhibition, usual class: inhibitors | AID 1030; active means well fitted inhibition curve with a large enough effect, not every such curve was filed as active; inconclusive means small, poorly fitted or top-dose-only effect, or another doubt; inactive means no such curve, though single readings can be large or run the other way;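 further: plate controls were no enzyme wells and a reference inhibitor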
Target sequence (P00352 whole entry, looked up): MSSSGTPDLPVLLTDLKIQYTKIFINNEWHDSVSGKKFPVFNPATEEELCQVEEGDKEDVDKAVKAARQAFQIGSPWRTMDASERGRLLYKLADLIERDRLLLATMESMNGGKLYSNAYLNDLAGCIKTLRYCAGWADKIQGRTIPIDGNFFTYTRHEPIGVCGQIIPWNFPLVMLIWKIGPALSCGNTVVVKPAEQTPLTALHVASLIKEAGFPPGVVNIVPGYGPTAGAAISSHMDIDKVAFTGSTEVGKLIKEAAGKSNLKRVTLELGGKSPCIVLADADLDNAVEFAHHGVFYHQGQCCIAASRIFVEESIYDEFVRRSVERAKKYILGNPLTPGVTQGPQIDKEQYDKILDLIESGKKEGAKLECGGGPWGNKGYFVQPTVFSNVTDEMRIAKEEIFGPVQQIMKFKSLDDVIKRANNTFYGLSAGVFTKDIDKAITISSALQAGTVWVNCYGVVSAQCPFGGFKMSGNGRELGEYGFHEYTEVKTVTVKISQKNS
HTT ATP protect = cytoprotection in Huntington HTT-Q103 PC12 cell model. Potency, µM (series often up to 56.4 µM), without a hit: cytoprotection (ATP increase), most hits filed as activators. AID 1471. PC12 HTT-Q103 induced, cytoprotection, ATP luminescence, 40 h. actives 0.14% (n = 230,000);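 further: % of control where 0% means no effect; nearly all actives have a fitted effect of over 45% in size; toxic huntingtin expression switched on by the ecdysone agonist tebufenozide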
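Stable PC12 Q103-GFP cells in serum-supplemented, phenol red-free DMEM; induction by tebufenozide at 100 nM final; compound dose series; cell viability quantified luminescently from ATP.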
Tau FP inhib = tau fibrillization inhibition (FP); P10636; K18 P301L tau heparin fibrillization, Alexa594 FP, 6 h; Potency, µM (titrated, usually from 57.7 µM), without a hit: top-dose activity, negative = inhibition, actives largely listed as inhibitors; actives 0.39% (n = 280,000); AID 1468; further: on the % scale 0 is the no-effect control and ±100 the full control effect; nearly all actives have a fitted effect of over 55% in size
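Steps: dispense K18 P301L tau (15 uM plus 0.24 uM Alexa 594 tracer, final) in pH 7 sodium acetate; add compound; add heparin (20 uM final); incubate 6 hr, 37 C; add ThT (30 uM final); after 1 hr ambient, read FP.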
HTT aggregate = inhibitors of mutant huntingtin aggregate formation in PC12 cells; PC12 HttQ103-GFP aggregates, Acumen cytometry, 40 h; Potency, µM (top dose mostly 46.1 µM), without a hit: at the top dose activity change, negative = inhibition, hits mostly inhibitors; actives 1.1% (n = 220,000); AID 1688; further: on the % scale 0 is the no-effect control and ±100 the full control effect; nearly all actives have a fitted effect of over 60% in size
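Huntingtin Q103 exon 1–GFP aggregates in induced PC12 cells (100 nM tebufenozide) were quantified by cytometry from lysates, with compounds dosed in titration.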
* marks the source's active call; other numbers are inactive results; u = inconclusive; x = not tested or not shown; [ ] = dose if it differs, or a comment. Unless noted, the call rests on the fitted dose curve; in most records, active means well fitted curve in the direction sought with a large enough effect; inconclusive means small, poorly fitted or top-dose-only effect, or another doubt; inactive means no such curve, though single readings can be large; an effect the other way counts as inactive or inconclusive. Potency means the concentration at half of the fitted maximal effect. An excerpt (hit frequency here may not be typical).

1: CCC(CC)C(=O)N1CCCC(c2nc(-c3cccs3)no2)C1 (stereo unspecified)
2: CCN(/N=C/c1ccc(N(C)C)cc1)c1nc2ccccc2[nH]1
3: Cc1ccc[n+](-c2[nH]c(=O)sc2/C=N/NC(=O)c2ccccc2[O-])c1
4: CC(=O)Oc1ccc(NC(=O)Cc2ccccc2)cc1
5: CCOC(=O)c1sc(NC(=O)COC(=O)C(CCSC)NC(C)=O)nc1C (stereo unspecified)
6: CCCc1nc2c(c(=O)c3ccccc3n2C)c(=O)n1-c1cc(C)cc(C)c1
7: Cc1ccc(-n2c(=O)c3ccccc3n(CC(=O)C(C)(C)C)c2=O)cc1
8: COc1ccc(-c2nnc(COc3ccc4ccccc4c3)o2)cc1OC

compound no.	1	2	3	4	5	6	7	8
Tau fluor cs	3%	-2%	-6%	-2%	-4%	-4%	2%	-28%
KDM4E inh	2%	6%	-10%	-6%	-3%	-2%	-5%	u
Tau fibril ThT	4%	3%	u	1%	-2%	u	-4%	u
SMN2 splice up	14%	6%	x	9%	4%	x	-48%[inhibitor]	-7%
ALDH1A1 block	6%	u	-7%	0%	u	x	1%	u
HTT ATP protect	23%	-3%[1.9 µM]	11%[10 µM]	4%[1.9 µM]	-17%[10 µM]	-10%[10 µM]	-2%	7%[10 µM]
Tau FP inhib	-2%	1%	2%	2%	-5%	-1%	4%	6%
HTT aggregate	5%	7%	9%	6%	-19%	14%[9.22 µM]	-7%	-21%

9: O=C(CSc1nc(Nc2ccccc2)nc(N2CCOCC2)n1)Nc1ccccc1Cl
10: CN(Cc1ccccc1NS(=O)(=O)c1ccc(Cl)cc1)C1CCCCC1
11: O=C(NCc1ccc2c(c1)OCO2)c1ccc2c(c1)OCCO2
12: Cc1cc(C)c(NC(=O)CCCN2C(=O)COc3ccc(C)cc32)c(C)c1
13: COCCn1c(-c2ccc(OC(F)(F)C(F)C(F)(F)F)cc2)nc2c1c(=O)[nH]c(=O)n2CC(C)C (stereo unspecified)
14: CCN(CC)c1ccc(C(=O)OCC(=O)NC(C)(C)C)cc1
15: Cc1nnc(SCC(=O)N2CCN(S(=O)(=O)c3ccc(Cl)cc3)CC2)n(N)c1=O
16: COc1ccc(C2C(C#N)=C(N)SC(N)=C2C#N)cc1OC

compound no.	9	10	11	12	13	14	15	16
Tau fluor cs	-19%	-15%	-17%	-12%	-9%	-2%	0%	-11%
KDM4E inh	8%	-2%	4%	x	u	-9%	-1%	-28%
Tau fibril ThT	0%	-10%	-11%	-6%	0%	x	-12%	-8%
SMN2 splice up	12%	-5%	11%	3%	-16%	x	-1%	-4%
ALDH1A1 block	-9%	-3%	u	x	u	x	-5%	28µM*
HTT ATP protect	-8%	-6%	-13%[10 µM]	x	-29%	4%[10 µM]	-18%[10 µM]	-7%
Tau FP inhib	-12%	-6%	4%	-5%	9%	-3%	-4%	-10%
HTT aggregate	-18%	5%	-6%	x	-21%	8%[9.22 µM]	-7%	0%

Entries listed so far that bear a hit mark in ALDH1A1 block:
# | SMILES | KDM4E inh | Tau fibril ThT | ALDH1A1 block | Tau FP inhib | HTT aggregate
16 | COc1ccc(C2C(C#N)=C(N)SC(N)=C2C#N)cc1OC | -28% | -8% | 28µM* | -10% | 0%

Some of these compounds in order of their number in KDM4E inh, highest first:
| No. | canonical_smiles | KDM4E inh | Tau fibril ThT | ALDH1A1 block | Tau FP inhib | HTT aggregate |
| --- | --- | --- | --- | --- | --- | --- |
| 11 | O=C(NCc1ccc2c(c1)OCO2)c1ccc2c(c1)OCCO2 | 4% | -11% | u | 4% | -6% |
| 14 | CCN(CC)c1ccc(C(=O)OCC(=O)NC(C)(C)C)cc1 | -9% | x | x | -3% | 8%[9.22 µM] |
| 16 | COc1ccc(C2C(C#N)=C(N)SC(N)=C2C#N)cc1OC | -28% | -8% | 28µM* | -10% | 0% |

Reprinted at random: 3 compounds from above.
13: COCCn1c(-c2ccc(OC(F)(F)C(F)C(F)(F)F)cc2)nc2c1c(=O)[nH]c(=O)n2CC(C)C (stereo unspecified)
15: Cc1nnc(SCC(=O)N2CCN(S(=O)(=O)c3ccc(Cl)cc3)CC2)n(N)c1=O
12: Cc1cc(C)c(NC(=O)CCCN2C(=O)COc3ccc(C)cc32)c(C)c1

compound no.	13	15	12
Tau fluor cs	-9%	0%	-12%
KDM4E inh	u	-1%	x
Tau fibril ThT	0%	-12%	-6%
SMN2 splice up	-16%	-1%	3%
ALDH1A1 block	u	-5%	x
HTT ATP protect	-29%	-18%[10 µM]	x
Tau FP inhib	9%	-4%	-5%
HTT aggregate	-21%	-7%	x

Other structures.
17: CCOc1c2ccc(C(=O)NCCc3cccs3)cc2nn1CC
18: CCc1c(O)nc(SCC(=O)Nc2nc3ccccc3s2)n(C2CCCCC2)c1=O
19: CCN(CC)c1ccc(NC(=O)CC2Oc3ccccc3NC2=O)c(C)c1 (stereo unspecified)
20: C=CCn1c(N)c(C(=O)OCC)sc1=S
21: c1ccc2c(N3CCCC3)nc(-c3ccncc3)nc2c1
22: CCCCc1ccc(N=N/C(C(=O)Nc2ccc(NC(C)=O)cc2OC)=C(/C)O)cc1
23: COC(=O)c1cccc(NC(=S)N2CCOCC2)c1
24: O=C(NCc1cccnc1)C(=O)NCC1OCCCN1S(=O)(=O)c1ccc(Cl)cc1 (stereo unspecified)

compound no.	17	18	19	20	21	22	23	24
Tau fluor cs	-3%	u	-17%	-15%	4%	-14%	4%	-9%
KDM4E inh	1%	7%	-5%	2%	2%	-3%	5%	3%
Tau fibril ThT	-11%	x	u	-15%	-9%	u	0%	-5%
SMN2 splice up	14µM*	x	-6%	-17%	-1%	-13%	-2%	-19%
ALDH1A1 block	u	x	-10%	-11%	-13%	10%	-7%	u
HTT ATP protect	2%	-1%[10 µM]	-1%	-9%	0%[0.074 µM]	4%	-4%[10 µM]	-16%
Tau FP inhib	3%	8%	10%	4%	10%	-1%	-3%	-16%
HTT aggregate	14%	-19%[9.22 µM]	-4%	-17%	-20%	17%	13%	-15%

25: O=C(CCNC(=O)c1ccccc1)OCC(=O)c1cccc(Cl)c1
26: CCc1ccc(C(C(=O)NCCOC)N(C(=O)Cn2nnc3ccccc32)c2cccnc2)cc1 (stereo unspecified)
27: Cc1nn(Cc2c(F)c(F)c(F)c(F)c2F)c(C)c1NC(=O)c1cccc(COc2ccc(Cl)cc2)c1
28: Cc1cc2cc3c(cc2nc1SCc1ccc(C(=O)O)cc1)OCCO3
29: Cc1ccc(SC[C@H](Cc2ccccc2)N2CCN(C)CCC2=O)cc1
30: COCCNC(=O)Cn1c(=O)n(C)c2ccccc21
31: CCCNC(=O)N1CCN(Cc2ccco2)CC1
32: COC(=O)CC1Oc2ccc(C)cc2NC1=O (stereo unspecified)

compound no.	25	26	27	28	29	30	31	32
Tau fluor cs	-13%	-5%	-3%	-1%	11%	-3%	-8%	0%
KDM4E inh	-5%	-4%	5%	u	-7%	5%	8%	-7%
Tau fibril ThT	u	3%	-4%	-11%	u	-5%	-11%	-2%
SMN2 splice up	-40%[inhibitor]	-8%	18µM*	5%	x	15%	x	-30%
ALDH1A1 block	-7%	u	6%	u	x	6%	-4%	14%
HTT ATP protect	u	11%[1.9 µM]	2%	6%[10 µM]	4%[10 µM]	19%	6%[10 µM]	6%
Tau FP inhib	-3%	-9%	0%	6%	9%	3%	-7%	7%
HTT aggregate	-1%	-9%	-1%	14%	-17%[9.22 µM]	-31%	0%[9.22 µM]	-16%

33: CCCCNC(=O)c1ccc(CNc2c(N3CCC(C(=O)OCC)CC3)c(=O)c2=O)cc1
34: CCN(CC)S(=O)(=O)c1cccc(C(=O)N/N=C/c2ccc(O)c(O)c2O)c1
35: COc1ccc2cc(C(c3nnnn3C(C)(C)C)N3CCSCC3)c(=O)[nH]c2c1 (stereo unspecified)
36: COCCCNC(=O)/C=C/c1ccc(OCc2c(F)cccc2Cl)cc1
37: Cc1cccc(-c2nnc(C3CCN(S(=O)(=O)c4cccc(Cl)c4)CC3)o2)c1
38: CN(C)/C=C1\C(=O)N(c2ccc(F)cc2F)C(c2cccnc2)S1(=O)=O (stereo unspecified)
39: C/C(N)=C(/C#N)C(=O)CSc1nc2ccccc2c(=O)n1CCCOC(C)C
40: Nc1c(S(=O)(=O)c2ccccc2)c2nc3ccccc3nc2n1CCN1CCOCC1

compound no.	33	34	35	36	37	38	39	40
Tau fluor cs	7%	u	-5%	-9%	-18%	-3%	-26%	-20%
KDM4E inh	0%	7.9µM*	-7%	11%	x	-6%	2%	u
Tau fibril ThT	7%	3.2µM*	1%	-15%	u	x	-9%	-6%
SMN2 splice up	11%	-21%	x	-14%	-14%	x	-19%	-9%
ALDH1A1 block	u	8.9µM*	u	-6%	x	x	u	u
HTT ATP protect	27%[10 µM]	18%[0.074 µM]	1%	20%	x	6%[10 µM]	8%[10 µM]	x
Tau FP inhib	7%	8.9µM*	4%	2%	0%	-3%	-14%	-7%
HTT aggregate	-6%	-16%	14%	-17%	x	-17%[9.22 µM]	19%	11%

41: CCCC[C@@H]1C[C@H]1C(NC(=O)c1cccs1)c1ccc(Cl)cc1 (stereo partly specified)
42: Cc1cccc(Cn2c(=O)n(CCC(=O)NCCc3ccc(Cl)cc3)c(=O)c3sccc32)c1
43: O=C(CCSCc1ccc(Cl)cc1)NCCC1=CCCCC1
44: CSc1nc2nc3c(c(=O)n2[nH]1)CCC3

compound no.	41	42	43	44
Tau fluor cs	-22%	-1%	-14%	-3%
KDM4E inh	7%	x	-14%	-1%
Tau fibril ThT	u	4%	-13%	-8%
SMN2 splice up	-73%[inhibitor]	2%	1%	-11%
ALDH1A1 block	-4%	x	3%	u
HTT ATP protect	-78%[inhibitor]	x	10%[10 µM]	19%
Tau FP inhib	-1%	-9%	6%	-1%
HTT aggregate	x	x	5%	-7%[1.84 µM]
